# Bioassay records deposited in PubChem BioAssay by National Center for Advancing Translational Sciences (NCATS).
# Nrf2 ARE act: activators of Nrf2 (ARE) signaling; 410,000 compounds, 0.31% hits; Potency, µM (titrated, usually from 46.1 µM), inactives show at the highest dose activation, most hits filed as activators; AREc32 ARE-luciferase reporter (MCF7-derived line), luminescence, 24 h; further: potency means the concentration at half of the fitted maximal effect; % of control where 0% means no effect; nearly all actives have a fitted effect of over 65% in size
#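 Cells of the AREc32 ARE-luciferase line are plated in OPTI-MEM containing 5% FBS and left overnight at 37 deg C. Compounds are pinned in, incubation continues 24 hr, and firefly luciferase signal is then measured.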
# A549 tox: A549 cytotoxicity, counter-screen for Nrf2 inhibitors | Potency, µM (titrated, usually from 46 µM), inactives show at the highest dose activity change, negative = cytotoxicity, actives largely listed as inhibitors | AID 504648 | 390,000 compounds, 0.16% hits | A549 ARE-Fluc cells, CellTiter-Fluor viability, 18-24 h; further: potency means the concentration at half of the fitted maximal effect; on the % scale 0 is the no-effect control and ±100 the full control effect
#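 A549 ARE_Fluc cells in 5% FBS OPTI-MEM were exposed to compounds in concentration-response for 18-24 h at 37 deg C. Viability was read by CellTiter-Fluor fluorescence (Ex 405/Em 525) after 30 min, before the luciferase read.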
# TGFb SMAD3 inh: TGF-b pathway inhibition; AID 588855; 410,000 compounds, 1.2% hits; HepG2 CAGA-GFP TGF-b/SMAD3 reporter, GFP fluorescence, 18 h; TGF-beta stimulated, 500 pg/mL final; Potency, µM (top dose mostly 46.1 µM), for inactives: at the top dose activity, negative = inhibition, most hits filed as inhibitors; further: potency means the concentration at half of the fitted maximal effect; on the % scale 0 is the no-effect control and ±100 the full control effect; nearly all actives have a fitted effect of over 65% in size
#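 TGF-beta reporter screen: HEPG2 CAGA-GFP, 1% FBS, 500 pg/mL TGF-beta final, 18 h; per-cell GFP summed per well; curves fitted and categorized by class.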
# HepG2 viability: HepG2 cytotoxicity, counter-screen for TGF-b inhibitors; AID 588856; Potency, µM (series often up to 46.1 µM), for inactives: at the top dose activity change, negative = cytotoxicity, most hits filed as cytotoxic; HepG2 CAGA-GFP viability, ATP luminescence, 18 h; 410,000 compounds, 0.76% hits; further: potency means the concentration at half of the fitted maximal effect; some results filed as inactive show a strong effect at the top dose
#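 CellTiter-Glo luminescence gave cytotoxicity after 18 hours at 37 degrees C. The cells were HepG2 CAGA-GFP in 1% FBS DMEM, stimulated with 500 pg/mL TGF-beta after compound addition. %Activity was normalised to no-cell wells (complete cell-killing) and DMSO (no toxicity), and curves were fitted and classified.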
# ATXN2 expr inh: reduces ATXN2 reporter expression in HEK-293 cells. HEK-293 ATXN2-luciferase reporter, luminescence, 24 h. Potency, µM (highest dose often 57 µM), inactives show at the highest dose activity change, negative = inhibition, hits mostly inhibitors. 360,000 compounds, 0.72% hits; further: potency means the concentration at half of the fitted maximal effect; on the % scale 0 is the no-effect control and ±100 the full control effect; nearly all actives have a fitted effect of over 55% in size
#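 ATXN2-luciferase reporter cells (luciferase flanked by upstream and downstream ATXN2 gene portions) were treated 24 h at 37 °C with compounds at up to 57 uM. SteadyGlo luminescence gave expression; GF-AFC fluorescence gave viability.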
# S2 tox: viability counter-screen for ATXN expression inhibitors; S2 cells (HEK-293 line with an ATXN2-luciferase reporter) viability, CellTiter-Fluor protease fluorescence, 24 h; Potency, µM (highest dose often 56.7 µM), usual class: cytotoxic; 400,000 compounds, 0.49% hits; AID 651635; further: potency means the concentration at half of the fitted maximal effect; nearly all actives have a fitted effect of over 40% in size
# MCF10A rereplic: induces DNA re-replication in MCF 10a normal breast cells. 350,000 compounds, 2.9% hits. AID 624296. Potency, µM (series often up to 46.1 µM), without a hit: top-dose activity, positive = re-replication, most hits filed as activators. MCF 10A DNA re-replication, Hoechst nuclear intensity, 48 h; further: potency means the concentration at half of the fitted maximal effect; % of control where 0% means no effect; nearly all actives have a fitted effect of over 50% in size
# Nrf2 block: inhibitors of Nrf2 signaling. A549 ARE-Fluc reporter, luciferase luminescence, 18-24 h. Potency, µM (titrated, usually from 46 µM), for inactives: top-dose activity change, negative = inhibition, hits mostly inhibitors. 360,000 compounds, 2.1% hits. AID 504444; further: potency means the concentration at half of the fitted maximal effect; on the % scale 0 is the no-effect control and ±100 the full control effect; nearly all actives have a fitted effect of over 60% in size
#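 Nrf2 function is reported as luminescence of an ARE-controlled luciferase in A549 cells. Compounds were tested at several concentrations, and a CellTiter-Fluor read on the same wells flagged cytotoxicity.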
# IL1B secr inh: inflammasome signaling inhibition, IL-1 beta readout. THP-1 LPS/ATP IL-1B secretion, AlphaLISA, 16 h; hits give low values. 360,000 compounds, 4.7% hits. activity change, % at 57.5 µM; in the data active means activity change below about -50%; inconclusive means mostly about -30% to -49%; further: on the % scale 0 is the no-effect control and ±100 the full control effect
#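 Secreted IL-1B measured by AlphaLISA bead assay after 16 h compound exposure of THP-1 cells; compounds (final up to 57.5 uM) added 1 h before LPS (250 ng/mL) and ATP (1.25 mM) stimulation; lower signal means less secretion.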
# * marks the source's active call; other numbers are inactive results; i = inactive; ? = inconclusive; . = no result given; & = joins results of further samples; ! = repeats disagree; [ ] = another dose, or the depositor's remark. Unless noted, the call rests on the fitted dose curve; in most records, active means well fitted curve in the direction sought with a large enough effect; inconclusive means small, poorly fitted or top-dose-only effect, or another doubt; inactive means no such curve, though single readings can be large; an effect the other way counts as inactive or inconclusive.
No.	SMILES	Nrf2 ARE act	A549 tox	TGFb SMAD3 inh	HepG2 viability	ATXN2 expr inh	S2 tox	MCF10A rereplic	Nrf2 block	IL1B secr inh
1	COc1ccccc1N1CCN(S(=O)(=O)CCNC(=O)Cc2ccc(F)cc2)CC1	0.0%	-17%	-23%	2%	-13%	i	8%	-1%	-4
2	CC(C)C(C(=O)NCc1ccco1)N(C(=O)CNS(=O)(=O)c1ccc(Cl)cc1)C1CCCC1 (stereo unspecified)	0.5%	1%	-3%	-21%	-1%	i	6%	.	-5
3	CN(C)CC(=O)N1c2ccccc2Sc2ccc(Cl)cc21	0.4%	4%	1%	-13%	-16%	i	?	0%	-12
4	Cc1cc(C)c(NC(=O)CSc2nc(=O)n(Cc3cccnc3)c3c2CCC3)c(C)c1	0.0%	7%	-24%	-31%	2%	i	.	.	.
5	O=C1c2ccccc2C(=O)N1CCC#Cc1ccc2cc(CCCO)oc(=O)c2c1	0.3%	-5%	-10%	-39%	10%	i	-1%	-10%	-10
6	CCOc1cc(C(=O)Nc2ccc(S(=O)(=O)Nc3cnc4ccccc4n3)cc2)cc(OCC)c1OCC	6.6%	-10%	-5%	-6%	22%	i	?	-7%	22
7	O=C(NCc1cccnc1)c1cccc(Cl)c1	0.0%	-2%	0%	-1%	5%	i	-3%	.	39
8	COc1cc(C)c(CN2CCC(n3nccc3NC(=O)C3CCOC3)CC2)cc1C (stereo unspecified)	-0.3%	2%	4%	-4%	8%	i	-1%	9%	1
9	Cc1nn(-c2ccccc2)c2c1C(c1ccc(Br)s1)C(C#N)=C(N)O2 (stereo unspecified)	19%	3%	-24%	-20%	.	i	?	12%	10
10	COc1ccc(NC(=O)NNC(=O)C(C)Oc2ccc3ccccc3c2)cc1OC (stereo unspecified)	-0.7%	-1%	10%	-16%	2%	i	0%	-21%	i
11	O=C(N/N=C/c1ccc([N+](=O)[O-])cc1)c1cc(C2CC2)nc2ccccc12	2.7%	2%	-20%	-72%	?	?	?	-15%	74
12	CC(c1ccccc1)n1cc(C(=O)NCCCn2ccnc2)nn1 (stereo unspecified)	0.3%	6%	1%	-1%	0%	i	17%	4%	24
13	CC(C)CCNC(=O)CN(Cc1ccc(F)cc1)C(=O)CCC(=O)Nc1ccccn1	0.4%	1%	28%	12%	-19%	i	2%	1%	-5
14	CCOC(=O)C1(Cc2cccc(F)c2)CCN(CCCn2cccn2)CC1	-1.2%	0%	0%	2%	-12%	i	15%	3%	-4
15	CC(C(=O)NCCC1=CCCCC1)N1C(=O)c2ccccc2C1=O (stereo unspecified)	0.1%	-6%	3%	-6%	1%	i	18%	-7%	20
16	COc1cccc(CNCc2ccccn2)c1OC	0.1%	2%	11%	-2%	-3%	i	0%	8%	0
17	CCOC(=O)N1CCN(C(=O)c2ccc3c(c2)N(Cc2ccccc2)CCS3)CC1	-0.9%	-9%	-3%	3%	-9%	i	18%	?	7
18	Cc1nc(Sc2ccc(Br)cc2)c(C#N)c(C)c1[N+](=O)[O-]	?	2%	?	-11%	-2%	i	21µM*	?	-105*
19	O=c1[nH]c(=O)n(C2OC(CO)C(O)C2O)c2c1CCCC2 (stereo unspecified)	0.6%	.	4%	-6%	1%	i	.	.	4
20	CCCOc1ccc(CNC(=O)C(NS(=O)(=O)c2cccs2)C(C)C)cc1 (stereo unspecified)	-0.5%	3%	-5%	-16%	8%	?	.	.	.

# A draw from above in order of molecular weight, high to low:
No.	SMILES	Nrf2 ARE act	A549 tox	TGFb SMAD3 inh	HepG2 viability	ATXN2 expr inh	S2 tox	MCF10A rereplic	Nrf2 block	IL1B secr inh
6	CCOc1cc(C(=O)Nc2ccc(S(=O)(=O)Nc3cnc4ccccc4n3)cc2)cc(OCC)c1OCC	6.6%	-10%	-5%	-6%	22%	i	?	-7%	22
13	CC(C)CCNC(=O)CN(Cc1ccc(F)cc1)C(=O)CCC(=O)Nc1ccccn1	0.4%	1%	28%	12%	-19%	i	2%	1%	-5
17	CCOC(=O)N1CCN(C(=O)c2ccc3c(c2)N(Cc2ccccc2)CCS3)CC1	-0.9%	-9%	-3%	3%	-9%	i	18%	?	7
8	COc1cc(C)c(CN2CCC(n3nccc3NC(=O)C3CCOC3)CC2)cc1C (stereo unspecified)	-0.3%	2%	4%	-4%	8%	i	-1%	9%	1
20	CCCOc1ccc(CNC(=O)C(NS(=O)(=O)c2cccs2)C(C)C)cc1 (stereo unspecified)	-0.5%	3%	-5%	-16%	8%	?	.	.	.
10	COc1ccc(NC(=O)NNC(=O)C(C)Oc2ccc3ccccc3c2)cc1OC (stereo unspecified)	-0.7%	-1%	10%	-16%	2%	i	0%	-21%	i
14	CCOC(=O)C1(Cc2cccc(F)c2)CCN(CCCn2cccn2)CC1	-1.2%	0%	0%	2%	-12%	i	15%	3%	-4
11	O=C(N/N=C/c1ccc([N+](=O)[O-])cc1)c1cc(C2CC2)nc2ccccc12	2.7%	2%	-20%	-72%	?	?	?	-15%	74
12	CC(c1ccccc1)n1cc(C(=O)NCCCn2ccnc2)nn1 (stereo unspecified)	0.3%	6%	1%	-1%	0%	i	17%	4%	24
19	O=c1[nH]c(=O)n(C2OC(CO)C(O)C2O)c2c1CCCC2 (stereo unspecified)	0.6%	.	4%	-6%	1%	i	.	.	4
16	COc1cccc(CNCc2ccccn2)c1OC	0.1%	2%	11%	-2%	-3%	i	0%	8%	0
7	O=C(NCc1cccnc1)c1cccc(Cl)c1	0.0%	-2%	0%	-1%	5%	i	-3%	.	39

# The list continues.
No.	SMILES	Nrf2 ARE act	A549 tox	TGFb SMAD3 inh	HepG2 viability	ATXN2 expr inh	S2 tox	MCF10A rereplic	Nrf2 block	IL1B secr inh
21	Cc1ccc(S(=O)(=O)NCc2ccc(C(=O)N3CCc4ccccc4C3)cc2)cc1	3.9%	-3%	-16%	-16%	-24%	i	16%	?	-23
22	Cn1cccc1CC(=O)N/N=C/c1ccc(C(C)(C)C)cc1	2.0%	5%	-1%	-73%	35%	i	?	?	-29
23	Cc1ccccc1OCC(=O)Nc1cc(S(=O)(=O)N2CCCCC2)ccc1N1CCN(C)CC1	4.7%	?	6%	-16%	-10%[11.3 µM]	i	-4%	-2%	-82*
24	c1cc(CNCCNCc2ccncc2)ccn1	0.6%	-2%	-14%	-13%	0%	i	3%	-9%	-3
25	CCN1CCN(Cc2ccc(NC(=O)c3cc(NC(=O)c4cncc(-c5cccs5)c4)cc(OC)c3)cc2C(F)(F)F)CC1	-5.5%&-2.1%	-20%	14µM*	14µM*!	25µM*!	35µM*	23µM*	-8%	-104*!
26	CCCN(C(=O)C1CSC2(C)CCC(=O)N12)c1c(N)n(Cc2ccccc2)c(=O)[nH]c1=O (stereo unspecified)	-0.5%	0%	-5%	0%	5%	i	0%	-6%	27
27	COc1cc(C)ccc1OCCOCCOc1cc(C)c(C)cc1Br	1.6%	16%	?	-29%	0%	i	1%	-1%	-7
28	COc1ccc(NC(=O)c2ccccc2NC(=O)C2CC=CCC2C(=O)O)cc1 (stereo unspecified)	2.3%	-1%	0%	-3%	39%	i	11%	?	15
29	O=C1CCC(C(=O)OCc2ccccc2)N1 (stereo unspecified)	-0.2%	1%	6%	0%	1%	i	-3%	.	0
30	CCN(c1ccccc1)c1ncnc2c1cnn2-c1ccccc1	5.2%	14%	14%	7%	64%[activator]	i	27%	?	-26

# Next section, starting with the last 2 of the part before.
No.	SMILES	Nrf2 ARE act	A549 tox	TGFb SMAD3 inh	HepG2 viability	ATXN2 expr inh	S2 tox	MCF10A rereplic	Nrf2 block	IL1B secr inh
29	O=C1CCC(C(=O)OCc2ccccc2)N1 (stereo unspecified)	-0.2%	1%	6%	0%	1%	i	-3%	.	0
30	CCN(c1ccccc1)c1ncnc2c1cnn2-c1ccccc1	5.2%	14%	14%	7%	64%[activator]	i	27%	?	-26
31	CCn1c2c(c3cc(Br)ccc31)CCC/C2=N\O	2.5%	20%	-10%	-87%	-37%	i	13µM*	.	20
32	Nc1nc(-c2ccc([N+](=O)[O-])cc2)c(C(=O)Nc2ccc(Cl)cc2)s1	3.8%	-9%	-9%	-9%	-1%	i	3%	?	24
33	O=C(CN(C(=O)c1ccccc1Cl)N1C(=O)C2C3C=CC(C3)C2C1=O)c1cccs1 (stereo unspecified)	-0.3%	-8%	0%	-2%	.	i	-2%	3%	0
34	COc1cc(CN2CCN(c3ccccc3C)CC2)cc([N+](=O)[O-])c1O	0.0%	-16%	-12%	27%	-15%	i	15%	-30%	-8
35	COc1cccc(CN(C(=O)c2cnccn2)C(C(=O)NC2CCCCC2)c2cc(OC)c(OC)c(OC)c2)c1 (stereo unspecified)	0.1%	-8%	8%	1%	-15%	i	-4%	-23%	15
36	O=C(COn1nnc2ccc(Cl)cc21)Nc1ccc(F)cc1	-0.4%	-2%	-22%	-5%	.	i	-2%	?	-13
37	O=C(NNC(=S)Nc1ccc(F)cc1)C1CC1c1ccc(Cl)cc1 (stereo unspecified)	4.0%	4%	-8%	-6%	-9%	i	?	8%	-13
38	Cc1ccc([C@H]2C[C@H](O)[C@@H](n3cc(COC(=O)c4ccccc4)nn3)CN2Cc2cccs2)cc1	-2.4%	.	?	-104%	?	?	.	.	?
39	c1ccc(-c2nnc(-c3ccccc3)c(-c3c[nH]c4ccccc34)n2)cc1	-0.5%	-1%	-4%	11%	-22%	i	24%	.	-7
40	COc1ccc2[nH]c(=O)c(CN(CCO)C(=O)NCc3ccccc3)cc2c1	-0.7%	-7%	0%	-5%	-6%	i	2%	3%	14

# Compounds as they come; 8.8% or so of the library scored in one or more.
